CCT chaperon mod: High-Throughput Screening for Modulators of Cytosolic Chaperonin Activity; purified chaperonin ATPase assay, HTRF ADP detection, 30 min; AID 651819, 2012; 360,000 compounds, 0.3% hits; activity change, % (concentration not given with the values), hits read low; in the data active means activity change below about -30%; further: on the % scale 0 is the no-effect control and ±100 the full control effect
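Enzyme 40 or 20 nM (batch-dependent) in Tris pH 7.4/KCl/MgCl2/DTT; cpd 76 uM single point; ATP 10 uM; 30 min 37 °C; Transcreener ADP HTRF detection, 30 min RT; ratio 665/615.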
EPAC2 agonist: qHTS for Agonist of cAMP-regulated guanine nucleotide exchange factor 4 (EPAC2): primary screen. 360,000 compounds, 0.079% hits. EPAC2 activation, biochemical qHTS; response scale: 100% = 6.5 mM cAMP response. Potency, µM (series often up to 154 µM), without a hit: top-dose activation, actives largely listed as activators; further: potency means the concentration at half of the fitted maximal effect; nearly all actives have a fitted effect of over 50% in size
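Each well held 100 nM EPAC2, 250 nM RAP1B-BODIPY-GDP and 50 uM GDP. Fluorescence, read at 5-min intervals to 30 min, was referenced to a 6.5 mM cAMP positive control.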
PI5P4Ka inh: qHTS for Inhibitors of phosphatidylinositol 5-phosphate 4-kinase (PI5P4K); Phosphatidylinositol 5-phosphate 4-kinase type-2 alpha (Homo sapiens), P48426; PI5P4Kalpha enzyme, ADP-Glo luminescence, 60 min; active compounds read low; max response, %; 330,000 compounds, 1.2% hits; AID 652105, 2013; active means max response of -50% or lower; inconclusive means between -30% and -50%; inactive means -30% or higher; further: value at the top dose of about 77 µM; on the % scale 0 is the no-effect control and ±100 the full control effect
Target sequence (P48426 whole entry, looked up): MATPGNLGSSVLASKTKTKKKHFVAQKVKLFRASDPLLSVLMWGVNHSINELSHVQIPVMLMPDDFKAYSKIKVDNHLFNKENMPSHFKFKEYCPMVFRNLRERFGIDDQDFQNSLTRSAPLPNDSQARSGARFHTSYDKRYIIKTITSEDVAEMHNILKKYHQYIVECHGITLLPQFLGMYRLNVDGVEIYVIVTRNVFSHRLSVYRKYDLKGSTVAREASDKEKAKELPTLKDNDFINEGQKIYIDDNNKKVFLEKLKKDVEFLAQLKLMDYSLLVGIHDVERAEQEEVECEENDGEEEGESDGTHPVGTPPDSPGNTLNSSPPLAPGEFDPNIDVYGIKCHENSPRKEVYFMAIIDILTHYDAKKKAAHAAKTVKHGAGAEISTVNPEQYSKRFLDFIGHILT
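Controls without substrate or without enzyme flank wells where PI5P4Kalpha converts substrate using 5 microM ATP (final). Incubation lasts 60 minutes at room temperature; ADP formed is read by ADP-Glo luminescence.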
EPAC1 agonist: qHTS for Agonist of cAMP-regulated guanine nucleotide exchange factor 3 (EPAC1): primary screen; EPAC1 agonist qHTS, biochemical assay; response scale: 100% = response to 6.5 mM cAMP; Potency, µM (doses to about 154 µM), inactives show top-dose activation, usual class: activators; 360,000 compounds, 0.073% hits; AID 720707, 2013; further: potency means the concentration at half of the fitted maximal effect; nearly all actives have a fitted effect of over 60% in size
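Nucleotide exchange by EPAC1 (100 nM) on Rap1B–BODIPY-GDP (250 nM) in the presence of 50 uM GDP is tracked fluorescently at 480/540 nm over 30 min. Signals are normalized to a 6.5 mM cAMP control.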
WRN helicase inh: qHTS for Inhibitors of WRN Helicase; 360,000 compounds, 0.46% hits; Potency, µM (titrated, usually from 114 µM), inactives show at the highest dose activity change, negative = inhibition, hits mostly inhibitors; WRN helicase unwinding, fluorescent forked duplex, kinetic; further: potency means the concentration at half of the fitted maximal effect; on the % scale 0 is the no-effect control and ±100 the full control effect; nearly all actives have a fitted effect of over 55% in size
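Enzyme (20 nM final) and test compound sit together 15 min at room temperature before substrate addition. Substrate is a single-forked duplex oligonucleotide (100 nM) labelled with fluorophore and quencher, with 2 mM ATP; helicase unwinding raises red fluorescence, read kinetically.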
IL-2 act: qHTS of IL-2 Activators. 360,000 compounds, 0.065% hits. activation, % (series mostly up to about 46 µM). AID 652025, 2013. IL-2 activation reporter assay, cell-based qHTS; stimulated with anti-CD3/CD4/CD28 beads; in transgenic mouse T cells; in the data active means activation above about 50%; inconclusive means mostly about 30% to 49%; further: 0% is about no effect
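Using fluorescent plate cytometry, EGFP and DsRed are detected in transgenic mouse T cells stimulated 18 h at 37 degrees C with antibody-coated beads after 60 min compound pretreatment.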
EPAC1 antagonist: qHTS for Antagonist of cAMP-regulated guanine nucleotide exchange factor 3 (EPAC1): primary screen; Potency, µM (series often up to 115 µM), inactives show at the top dose activity change, negative = inhibition, most hits filed as inhibitors; EPAC1 GEF assay, Rap1b-BODIPY-GDP exchange fluorescence; Rap guanine nucleotide exchange factor 3 (Homo sapiens), O95398; 360,000 compounds, 0.14% hits; AID 720709, 2013;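 further: potency means the concentration at half of the fitted maximal effect; plate controls were vehicle for no effect and positive control for full effect; nearly all actives have a fitted effect of over 50% in size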
PLK1 PBD block: qHTS for Inhibitors of PLK1-PDB (polo-like kinase 1 - polo-box domain): Primary Screen; Plk1 PBD binding of FITC phosphopeptide, fluorescence polarization; 360,000 compounds, 2.8% hits; Potency, µM, without a hit: max response, negative = inhibition, most hits filed as inhibitors; AID 720504, 2013; Serine/threonine-protein kinase PLK1 (Homo sapiens), P53350; further: potency means the concentration at half of the fitted maximal effect; series mostly up to about 57 µM; on the % scale 0 is the no-effect control and ±100 the full control effect; nearly all actives have a fitted effect of over 65% in size
Target sequence (P53350 whole entry, looked up, the tested form may be a part): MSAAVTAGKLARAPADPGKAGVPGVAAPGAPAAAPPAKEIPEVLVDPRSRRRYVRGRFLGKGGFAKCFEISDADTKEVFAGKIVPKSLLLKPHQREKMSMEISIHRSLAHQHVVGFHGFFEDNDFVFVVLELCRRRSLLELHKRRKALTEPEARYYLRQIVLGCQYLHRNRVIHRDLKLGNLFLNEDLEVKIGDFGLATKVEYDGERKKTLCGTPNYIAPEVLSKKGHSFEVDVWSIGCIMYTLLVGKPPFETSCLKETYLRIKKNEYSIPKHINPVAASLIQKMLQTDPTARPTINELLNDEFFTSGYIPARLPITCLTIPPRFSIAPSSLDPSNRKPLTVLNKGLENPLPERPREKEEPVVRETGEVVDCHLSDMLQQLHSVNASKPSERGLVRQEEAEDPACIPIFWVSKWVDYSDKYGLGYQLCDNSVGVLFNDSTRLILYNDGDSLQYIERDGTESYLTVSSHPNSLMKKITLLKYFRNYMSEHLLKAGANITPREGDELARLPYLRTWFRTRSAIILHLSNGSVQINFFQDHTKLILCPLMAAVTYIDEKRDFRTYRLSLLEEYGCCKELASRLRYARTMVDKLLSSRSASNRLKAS
Starred values were filed as active, the others as inactive; u = inconclusive; x = not tested or not shown; [ ] = dose if it differs, or a comment. Unless noted, the call rests on the fitted dose curve; in most records, active means well fitted curve in the direction sought with a large enough effect; inconclusive means small, poorly fitted or top-dose-only effect, or another doubt; inactive means no such curve, though single readings can be large; an effect the other way counts as inactive or inconclusive. The list is partial; count on the stated rates, not on these rows.

Results follow in this order: CCT chaperon mod	PLK1 PBD block	PI5P4Ka inh	EPAC2 agonist	WRN helicase inh	IL-2 act	EPAC1 agonist	EPAC1 antagonist
- CC(=O)c1c(O)c(C)c(O)c2c1OC1=CC(=O)/C(=C(/C)N)C(=O)C12C (stereo not drawn)
 : 0.4	-10%	9	-3%	7%	-3.8	-15%	-10%
- CC(C)n1nc(Cc2cccc3ccccc23)c(C#N)c1N
 : x	x	x	22%	x	-0.1	-17%	-11%
- COc1ccc(C(=O)CN2CCN(c3ncccn3)CC2)cc1
 : -1.0	-25%	-6	3%	-12%	-0.2	2%	-13%
- COc1ccc(Nc2nc(C)cc(C)c2C#N)cc1OC
 : 2.9	-4%	2	2%	0%	-1.3	-7%	13%
- CCCCN(C/C=C/c1ccccc1OC)Cc1ccccc1
 : -1.3	-1%	5	1%	-6%	-0.3	0%	-17%
- Cc1nn(C)cc1C(C)NC(=O)c1cc(COc2cccc3cnccc23)on1 (stereo not drawn)
 : 0.2	-1%	8	7%	-24%	-4.5	2%	10%
- O=C1c2ccccc2C(=O)N1CCC(c1ccccc1)c1ccco1 (stereo not drawn)
 : 0.5	-3%	0	16%	-10%	-3.0	17%	-13%
- O=C(Nc1nc(=O)c2ccccc2s1)c1ccc(Cl)cc1
 : -3.2	u	-25	-13%	-5%[11.6 µM]	-1.0	0%	-12%
- Cc1ccc(CNC(=O)COc2cccc3c2OC(C)(C)C3)cc1
 : 0.5	-6%	-2	2%	-8%	-1.4	-1%	11%
- CCCCC(=O)NS(=O)(=O)c1ccc(N=NN2CCCCC2)cc1
 : -1.1	-3%	3	-10%	-13%	-3.0	-7%	2%
- Cc1cc2[nH]ncc2cc1NC(N)=S
 : 1.4	0%	3	3%	-10%	-4.3	-13%	-6%
- CC(C)(C)NC(=O)Cn1nnc(-c2ccccc2Cl)n1
 : -1.3	-2%	x	-6%	1%	-2.0	-2%	7%
- CCCCN(C(=O)CCCc1nc2ccccc2s1)c1c(N)n(CC(C)C)c(=O)[nH]c1=O
 : -0.5	-6%	-10	0%	4%	-0.5	6%	-3%
- CC1(C)CC(=O)C2=C(C1)N(c1cccc(O)c1)C1=C(C2)C(=O)CC(C)(C)C1
 : -1.4	-13%	1	-7%	0%[57.1 µM]	-0.6	2%	-15%
- O=C(Nc1cccnc1)C1CCCN(S(=O)(=O)c2ccccc2)C1 (stereo not drawn)
 : 0.9	-7%	9	0%[15.6 µM]	-6%	-0.7	-6%	12%
- CC(C)c1ccc(NC(=O)c2cnn(-c3ccccc3)c2NC(=O)c2ccco2)cc1
 : -1.1	-4%	2	-14%	-30%[57.1 µM]	0.6	-2%	6%
- CN(C)S(=O)(=O)c1cccc(NC(=O)COc2ccc(S(=O)(=O)N3CCOCC3)cc2Cl)c1
 : -0.6	-6%	0	13%	-24%	0.1	14%	-11%
- Cc1ccc(CNC(=O)C2CC(c3ccccc3[N+](=O)[O-])=NO2)o1 (stereo not drawn)
 : -2.3	-4%	-1	6%	-4%	-0.3	-9%	3%
- CCCCn1nnnc1SCC(=O)N1CCCC1
 : -0.2	-2%	-1	4%	-3%	-0.2	4%	7%
- COc1ccc(-n2c(O)cnc2Nc2nc(C)cc(C)n2)cc1OC
 : 0.3	-4%	x	1%	-8%	0.1	6%	-1%
- COc1ccc(OC)c(Nc2nc(-c3ccncc3)nc3ccccc23)c1
 : 0.3	-3%	0	-2%	-21%	-0.4	5%	10%
- O=C(c1ccccc1)N1CCN(C(=O)c2ccncc2)CC1
 : -3.4	-12%	x	1%	-3%	-1.1	10%	-3%
- COc1ccc(S(=O)(=O)Nc2c(NC3CCCCC3)c3ccccc3oc2=O)cc1OC
 : 2.7	-4%	-1	-1%	-7%	1.5	6%	-5%
- COc1cccc(N2C(=O)C(CC(=O)Nc3ccc(F)cc3)N(C3CCCCC3)C2=O)c1 (stereo not drawn)
 : -3.3	-6%	-1	1%	-3%	-0.3	2%	-4%
- CCC(CC)C(=O)Nc1nnc(SCC(=O)NC2CC2)s1
 : -1.9	-11%	-10	5%	5%	-3.8	1%	11%
- COc1cccc(C(=O)NCC2(c3ccccc3)CCCC2)c1
 : -0.9	-4%	-6	2%	-11%	-0.3	8%	-15%
- S=C(Nc1ccc(Cl)cc1Cl)N1CCCCC1
 : -66*	-5%	4	7%	-1%	0.0	6%	5%
- O=C(C=C1CCN(c2ncc(C(F)(F)F)cc2Cl)CC1)NNC(=O)Nc1ccc(Cl)cc1
 : -1.4	-6%	13	-1%	-2%	-1.9	0%	0%
- O=C(Nc1ccnn1C1CCN(Cc2cc(Cl)ccc2O)CC1)c1cccnc1
 : -1.8	-1%	1	-12%	-2%	-1.3	9%	-18%
- Cc1noc(C)c1COc1ccccc1C(=O)NCCc1ccc(F)cc1
 : -2.0	-5%	4	2%	2%	-5.5	8%	2%
- Cc1ccc(CS(=O)(=O)Cc2ccc(C(=O)NCc3cccnc3)o2)cc1
 : -2.2	-13%	x	3%	-2%	-0.5	-6%	17%
- CCN(CC(=O)Nc1c(F)cccc1F)C(=O)c1ccc(N2CCCC2=O)cc1
 : -0.1	-6%	10	3%	0%	3.1	1%	5%
- COc1cc2c(cc1OC)CN(C(=O)CSC1=NCCS1)CC2
 : 0.7	-1%	-5	6%	11%	-4.0	4%	7%
- COCCN(Cc1cc2cc3c(cc2nc1Cl)OCO3)C(=O)Nc1ccc(F)cc1
 : 0.9	-4%	x	20%	-4%	-0.5	10%	-1%
- CCc1ccc(-c2ccc3nnc(SCC(=O)NCC4CCCO4)n3n2)cc1 (stereo not drawn)
 : 0.4	1%	-12	2%	-12%	-4.6	-2%	11%
- CCOC(=O)c1cc(-c2ccccc2C)nn1Cc1cc(CC)no1
 : -3.0	3%	5	9%	-9%	-4.3	-19%	3%
- O=C(Cc1ccc(Cl)cc1)Nc1cccnc1Cl
 : -2.3	1%	8	4%	3%	1.5	-3%	4%
- O=[N+]([O-])c1ccc(Oc2cccc(C(F)(F)F)c2)nc1
 : -2.6	27µM*	1	2%	-10%	0.2	15%	0%
- Cc1ccc(NC(=O)CN2CCOCC2)cc1
 : 3.1	4%	-2	6%	7%	11	3%	-3%
- C#CCNC(=O)c1cc(-c2ccccc2)sc1N
 : x	-9%	u	-3%	-13%	-0.5	-6%	-6%

Profiles from above. Values in the order: CCT chaperon mod	PLK1 PBD block	PI5P4Ka inh	EPAC2 agonist	WRN helicase inh	IL-2 act	EPAC1 agonist	EPAC1 antagonist
`CCc1ccc(-c2ccc3nnc(SCC(=O)NCC4CCCO4)n3n2)cc1` (stereo not drawn) across the screens: 0.4	1%	-12	2%	-12%	-4.6	-2%	11%
`CCOC(=O)c1cc(-c2ccccc2C)nn1Cc1cc(CC)no1` across the screens: -3.0	3%	5	9%	-9%	-4.3	-19%	3%

(further entries)
Results follow in this order: CCT chaperon mod	PLK1 PBD block	PI5P4Ka inh	EPAC2 agonist	WRN helicase inh	IL-2 act	EPAC1 agonist	EPAC1 antagonist
- O=C(CSc1ccccc1C(=O)N1CCCCC1)NCC1CCCCC1
 : -1.4	-17%	3	6%	9%	5.8	0%	10%
- COc1cc(OC)cc(C(=O)N=c2sc3ccccc3n2C)c1
 : 1.5	2%	-2	5%	7%	-0.6	-5%	-5%
- CCOC(=O)CNC(=O)CSc1nc(N(C)C)nc(N2CCOCC2)n1
 : -1.8	-1%	6	0%	-4%	-4.4	-3%	6%
- Cc1ccc(N2C(=O)C3CC(c4ccccc4)=C4C5C=CC(C6C(=O)N(c7ccc(C)cc7)C(=O)C56)C4C3C2=O)cc1 (stereo not drawn)
 : 3.3	2%	24	-9%	-10%[57.1 µM]	0.7	-4%	25%
- O=C(O)c1ccccc1C(=O)Nc1ccc(Oc2cccc3ccccc23)cc1
 : -3.9	-18%	4	0%	-3%	-1.0	-1%	3%
- Cc1ccc(OC(=O)c2cccc(S(=O)(=O)N3CCN(C)CC3)c2)c(Br)c1
 : 0.3	-19%	2	4%	-19%	-1.0	19%	-12%
- Cc1ccc(-c2noc(C3CCN(S(C)(=O)=O)CC3)n2)o1
 : 1.2	2%	x	-1%	4%	0.8	1%	7%
- O=C(O)C1CC(=O)N(c2ccc(OCc3ccccc3Cl)cc2)C1 (stereo not drawn)
 : -1.1	-3%	-12	4%	-19%	1.0	-5%	-22%
- CSc1ccc(S(=O)(=O)N(CC(=O)NCc2ccccn2)c2ccc(C)cc2)cc1
 : -2.5	-26%	0	15%	-9%	-4.1	-4%	-15%
- O=[N+]([O-])c1ccccc1S(=O)(=O)Nc1cccc(-c2ccc3nncn3n2)c1
 : -5.9	-8%	-12	6%	-15%	-1.7	0%	0%
- CCOC(=O)c1ccc(NC2c3ccccc3C(=O)N2c2cccnc2)cc1 (stereo not drawn)
 : 1.1	-15%	0	-4%	3%	-2.8	-1%	-13%
- COc1ccc(N2CCN(S(=O)(=O)c3c(C)[nH]c(C)c3C(=O)N3CCCC3)CC2)cc1
 : -3.9	-11%	-6	0%	3%	-0.7	-10%	-12%
- O=C(CN1CCc2ccccc21)NCc1ccccc1Cl
 : -0.6	1%	-2	7%	-25%	0.3	-1%	-2%
- CCCCC(=O)Nc1cccc(NC(=O)c2cccnc2Cl)c1
 : -3.4	4%	3	5%	5%	-0.2	4%	-25%
- CC1c2cc3c(cc2CCN1C(=O)c1cccc(Cl)c1)OCCCO3 (stereo not drawn)
 : 0.2	0%	-3	10%	1%	-0.9	4%	-4%
- COc1ccc(CN(C)C[C@@H]2OCCCC[C@H](C)Oc3ccc(NC(=O)Nc4ccc(F)cc4)cc3C(=O)N([C@H](C)CO)C[C@H]2C)cc1
 : -1.1	-2%	-5	-7%	-2%	-3.1	-6%	2%
- CC(=O)Nc1ccc(CNc2nc3cc(-c4ccccc4C)sc3c(=O)n2C)cc1
 : 0.4	-1%	20	6%	-3%[57.1 µM]	1.1	3%	-19%
- Cc1[nH]ncc1Nc1c(C(C)C)cccc1C(C)C
 : 1.3	4%	-3	-2%	-10%	-0.5	-6%	-1%

Bioassay records deposited in PubChem BioAssay by National Center for Advancing Translational Sciences (NCATS).
